Wnt act – Wnt/beta-catenin pathway activators, primary screen, cell-based, plate reader, single point; Wnt/beta-catenin reporter cell assay, activator; activation, % at 9.35 µM; 1.2% of 300,000 active; in the data active = activation above about 30%, passing the limit was not always enough; inconclusive = no clear call, values can overlap the other calls;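 also: 0% = neutral control wells and 100% = positive control wells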
V-ATPase pHluor – regulators of yeast V-ATPase proton pumping, primary screen, pHLuorin cytosolic pH fluorescence. S. cerevisiae. response, % at 10 µM. 0.37% of 350,000 active; in the data active = response mostly above about 7.3%, no sharp cut-off; inactive = mostly below about 5.4%; also: actives read high; inactives centre near 0; some compounds called inactive have numbers as strong as hits; reference of the scale not given here
OPRM1-OPRD1 inv – inverse agonists of MOR-DOR heterodimerization, primary screen, cell-based, luminescence; 0.21% of 340,000 active; cell-based MOR-DOR heterodimer luminescence, inverse agonism; AID 504357, 2011; inhibition, % at 9.3 µM; in the data active = inhibition above about 22%, passing the limit was not always enough;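 also: 0% = cells with DMSO and 100% = wells without cells with DMSO; values of inactives mirror those of a sister screen read the other way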
MOR-DOR ag – agonists of OPRM1-OPRD1 heterodimerization, primary screen, cell-based, luminescence. AID 504326, 2011. Mu-type opioid receptor (Homo sapiens) + Delta-type opioid receptor (Homo sapiens), …. cells. 0.3% of 340,000 active. activation, % at 9.3 µM; in the data active = activation above about 18%;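 also: 0% = vehicle-treated cells and 100% = reference agonist; values of inactives mirror those of a sister screen read the other way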
Arrestin-AP2 inh – inhibitors of beta-arrestin/AP2 binding, primary screen, biochemical, GPCR trafficking, flow cytometry; beta-arrestin 1 C-terminal peptide binding to AP2 beta2-adaptin appendage (human); FITC-arrestin peptide / GST-AP2 beads; AP2 beta2 appendage carries R879A mutation; inhibition, % at 10 µM; 0.31% of 340,000 active;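 active = inhibition above a set limit, near 3 SD of compounds lacking own fluorescence, cut at about 54% in these data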;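 also: plate controls were DMSO wells for no effect and 5 µM unlabelled arrestin peptide for full effect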
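test system = AP2 appendage R879A on GSH beads | buffer or medium = PBS plus Tween 20 (0.05%) and BSA (0.1%) | incubation = 12 min plus 1 h, RT | detection = bead flow cytometry, FITC channel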
C-LANA FP – inhibitors of KSHV C-LANA binding to DNA, primary screen, biochemical, fluorescence polarization, FAM-LBS DNA, MBP-C-LANA, single point; inhibition, % at 9 µM; 0.078% of 340,000 active; AID 504423, 2011; Kaposi's sarcoma herpesvirus LANA C-terminal domain (residues 932-1162) DNA binding;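 active = highest replicate inhibition at or above 60% at 9 µM, even if other replicates fall short; inactive = all replicates below 60% inhibition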;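 also: 0% = neutral control wells and 100% = 4 µM acridine orange control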
Keap1-Nrf2 PPI – Keap1-Nrf2 protein-protein interaction inhibitors, primary screen, biochemical, fluorescence polarization, single point; Kelch-like ECH-associated protein 1 (Homo sapiens), Q14145; Keap1 Kelch-Nrf2 peptide fluorescence polarization, 1536-well; inhibition, % at 9.4 µM; 0.15% of 340,000 active; AID 504523, 2011; in the data active = inhibition above about 12%; inconclusive = no clear call, values can overlap the other calls; inactive = below about 7.3%;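 also: human Keap1 Kelch domain with fluorescein labeled Nrf2 9mer peptide probe; 0% = neutral control wells and 100% = peptide positive control; higher means more block of Keap1 binding to Nrf2 peptide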
Cardiac RTF inh – cardiac RTF calcium sensitivity inhibitors, primary screen, biochemical, IANBD-TnC fluorescence, EC70 calcium; Troponin I, cardiac muscle (Homo sapiens) + Troponin T, cardiac muscle (Homo sapiens) + …; inhibition, % at 7.15 µM; AID 493244, 2011; IANBD-labeled cardiac RTF, Ca2+ fluorescence; 0.12% of 340,000 active;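 active = inhibition above the mean inhibition of all tested compounds plus 3 SD, cut at about 17% in these data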;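 also: assay run at fixed EC70 calcium of 1.6 mM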
cardiac RTF act – cardiac RTF calcium sensitivity activators, primary screen, biochemical, IANBD-TnC fluorescence, EC20 calcium. Troponin I, cardiac muscle (Homo sapiens) + Troponin T, cardiac muscle (Homo sapiens) + …. IANBD-labeled TnC RTF fluorescence at EC20 calcium; 0% EC20 calcium, 100% full calcium. activation, % at 7.2 µM. 0.24% of 340,000 active;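 active = activation above the mean over all tested compounds plus 3 SD, cut at about 30% in these data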;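 also: rise in fluorescence read as greater calcium sensitivity of cardiac thin filaments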
Pemphigus Ab inh – inhibitors of pemphigus antibody binding to DSG3, primary screen, biochemical, bead-based, flow cytometry, scFv-GFP; binding (percent of control), % at 10 µM; Desmoglein-3 (Homo sapiens), P32926; 0.48% of 310,000 active; DSG3-coupled beads, scFv-anti-DSG3-GFP binding; hits give low values;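 active = binding more than 3 SD below its plate's average and above zero; inconclusive = below that plate limit but binding exactly zero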;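 also: hits lower antibody fragment binding to DSG3; some compounds called inactive have numbers as strong as hits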
Target sequence (P32926 whole entry, looked up, the tested form may be a part): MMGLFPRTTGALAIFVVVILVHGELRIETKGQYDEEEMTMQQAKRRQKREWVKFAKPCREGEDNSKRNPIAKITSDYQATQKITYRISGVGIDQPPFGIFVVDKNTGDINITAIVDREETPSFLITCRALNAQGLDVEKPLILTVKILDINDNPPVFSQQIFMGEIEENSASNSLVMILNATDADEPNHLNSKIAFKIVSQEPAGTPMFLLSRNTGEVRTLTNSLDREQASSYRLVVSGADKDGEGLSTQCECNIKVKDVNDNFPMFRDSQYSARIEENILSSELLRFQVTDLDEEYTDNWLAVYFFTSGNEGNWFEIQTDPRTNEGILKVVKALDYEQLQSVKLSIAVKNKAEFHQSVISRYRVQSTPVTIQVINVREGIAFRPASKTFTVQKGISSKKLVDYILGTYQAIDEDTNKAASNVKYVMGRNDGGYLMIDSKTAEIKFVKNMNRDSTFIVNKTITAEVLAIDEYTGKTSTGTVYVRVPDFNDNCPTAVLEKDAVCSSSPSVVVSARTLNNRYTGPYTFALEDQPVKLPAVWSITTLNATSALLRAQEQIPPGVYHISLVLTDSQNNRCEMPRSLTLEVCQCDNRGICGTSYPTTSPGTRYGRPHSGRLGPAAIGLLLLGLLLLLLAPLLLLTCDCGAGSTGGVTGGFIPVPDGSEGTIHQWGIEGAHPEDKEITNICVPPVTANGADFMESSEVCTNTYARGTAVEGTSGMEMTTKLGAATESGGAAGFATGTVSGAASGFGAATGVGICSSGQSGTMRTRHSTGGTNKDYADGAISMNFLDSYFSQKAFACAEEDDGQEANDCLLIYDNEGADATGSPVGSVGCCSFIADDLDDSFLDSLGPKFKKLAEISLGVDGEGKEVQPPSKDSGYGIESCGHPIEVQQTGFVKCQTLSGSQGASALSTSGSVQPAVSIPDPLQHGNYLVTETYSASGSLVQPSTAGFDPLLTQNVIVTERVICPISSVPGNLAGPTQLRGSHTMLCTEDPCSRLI
Starred values were filed as active, the others as inactive; ? = inconclusive; . = no result given. Random draw from the library. About 3.1% of those tested had a hit in this group.

SMILES	Wnt act	V-ATPase pHluor	OPRM1-OPRD1 inv	MOR-DOR ag	Arrestin-AP2 inh	C-LANA FP	Keap1-Nrf2 PPI	Cardiac RTF inh	cardiac RTF act	Pemphigus Ab inh
Cc1cc(OCC(O)CN2CCN(CCO)CC2)ccc1C(C)C (centres undefined)	.	-3.5	0.7	-0.1	7.0	-0.6	0.6	-2.8	2.5	103.5
Cc1ccc(C)c(Nc2c([N+](=O)[O-])ccc3nonc23)c1	1.6	0.4	-51.5	9.3	4.6	0.7	-2.4	-4.2	-7.1	89.9
O=c1ccc2cc(S(=O)(=O)NCc3ccccc3)ccc2[nH]1	-0.8	-2.1	9.2	-1.6	18.8	0.1	8.0	-4.6	9.3	99.2
COc1ccc(C(=O)C2CC2c2ccc3c(c2)OCO3)cc1 (centres undefined)	-10.8	2.1	-16.2	2.8	36.7	-1.5	-2.0	-9.5	1.2	79.5
Cc1c(CCC(=O)NCCCN2CCCC2=O)c(=O)oc2c(C)c(O)ccc12	-1.3	-2.3	13.8	-2.7	-7.6	-0.6	2.1	-5.8	6.7	.
Nc1c2c(nn1-c1ccccc1)CCC2	-1.4	3.6	17.9	-3.4	3.7	-0.5	-2.9	4.8	-3.9	105.2
Cc1ccc(OCC(=O)Nc2ccc(-c3nc4ncccc4o3)cc2)c(C)c1	.	-2.0	-97.8	16.6	4.4	-0.2	-3.9	-10.8	-0.7	97.7
Cc1ccc(C)c(SCC(=O)Nc2ccc(C)c(S(=O)(=O)N3CCOCC3)c2)c1	-0.7	-4.4	7.3	-1.8	24.6	-0.4	-3.7	0.2	-0.2	100.4
COc1cc(S(=O)(=O)NC2CCCCC2)ccc1Cl	-0.1	-0.7	-19.9	4.7	-4.4	-0.8	-3.3	-0.6	-0.3	.
COc1cc(-c2noc(-c3ccco3)n2)cc(OC)c1OC	.	3.6	7.6	-1.2	-10.5	0.6	-1.2	0.6	-4.3	101.5
CCSc1nnc(NC(=O)c2cccc(S(=O)(=O)N(C)c3ccccc3)c2)s1	-2.0	-0.7	5.7	-0.9	3.4	-2.4	-7.9	-0.5	-3.7	91.6
CCCCN1C(=O)C(=O)N(CC(=O)N2CCc3ccccc32)C1=O	4.6	-3.3	7.5	-1.9	-8.8	-2.2	-4.4	2.6	4.4	106.1
CC1=C(C(=O)OCC(C)C)C(c2cccc(F)c2)N2C(=O)C(C)SC2=N1 (centres undefined)	.	8.3	-40.5	6.8	22.6	-1.3	7.4	-7.2	6.7	98.2
O=C(NC1CCSC1=O)C1CC(=O)N(c2ccc(F)cc2)C1 (centres undefined)	1.2	-0.3	18.6	-3.0	-4.8	0.5	-0.4	-9.3	-7.2	.
O=C(c1ccc(Cl)cc1)N1CCc2c([nH]c3ccccc23)C1C(F)(F)F (centres undefined)	0.3	-1.6	-46.2	9.0	-17.3	0.3	-4.1	-1.6	11.1	116.4
O=c1c2ccccc2cnn1Cc1n[nH]c(=S)n1-c1ccccc1F	-0.5	-2.9	21.6	-4.4	-11.7	0.7	2.9	6.0	-8.8	.
CCC(SC1=NCCS1)C(=O)Nc1nnc(-c2ccccc2OC)s1 (centres undefined)	-5.6	-1.8	-1.9	0.3	-5.2	0.9	1.5	-6.6	-3.0	100.2
c1ccc(Nc2nc(CSc3ncn[nH]3)cs2)cc1	7.4	0.3	15.5	-3.0	-3.1	0.5	-6.6	2.2	3.1	93.6
COc1ccc(C(=O)/C=C/Nc2ccccn2)c(OC)c1	-0.2	-2.8	.	.	10.7	.	.	.	.	102.2
O=C(c1cccc([N+](=O)[O-])c1)N(c1ccccn1)c1ccccn1	.	2.9	2.4	-0.4	29.2	0.8	-2.1	13.2	1.8	.
COc1ccc(Cn2nnnc2C(c2ccc(C)cc2)N2CCN(C3CCCC3)CC2)cc1 (centres undefined)	.	0.6	-4.7	1.1	1.5	-0.5	-3.8	-11.0	2.5	105.6
C[C@@]12CCC[C@H](O1)[C@@H]([C@H](O)c1ccccc1)O2	-0.8	3.5	20.2	-3.5	0.1	5.6	0.9	-14.8	0.6	86.8
Cc1onc(-c2ccccc2Cl)c1C(=O)Nc1ccc(F)c(F)c1	-5.2	-0.5	11.1	-2.4	4.3	0.9	3.1	4.3	-1.2	99.5
C/C(=N\NC(=S)NCc1ccccc1)c1ccc(C(C)(C)C)cc1	-1.4	-1.2	-7.0	1.4	22.5	-0.2	-1.4	-1.5	6.4	101.1
COc1ccc(N(CC(=O)N2CCN(c3ccc(Cl)cc3)CC2)S(=O)(=O)c2c(C)noc2C)cc1	-6.2	0.9	5.8	-1.1	-8.7	-0.7	3.0	-0.4	-0.6	92.0
CCOc1ccc2cc(C#N)c(SCC(=O)N3CCOCC3)nc2c1	8.0	-5.5	-6.7	1.4	20.5	1.4	5.1	8.5	-3.0	83.9
COc1cccc(C(=O)CSc2nccn2C)c1	6.2	2.5	13.9	-2.8	3.0	2.3	-5.0	-2.0	2.5	118.9
CCOC(=O)c1cccc(NS(=O)(=O)c2c(C(=O)N3CCCCCC3)c(C)n(C)c2C)c1	-0.6	-3.2	5.5	-1.1	-4.9	0.7	2.2	-0.7	-0.1	99.4
O=[N+]([O-])c1ccc(CSC2=NCCN2)cc1	-2.5	-5.7	5.3	-1.0	13.3	-0.4	-4.3	-2.8	2.5	114.9
CC1(C)CC(C2N3CC4(C)CN2CC(C)(C3)C4=O)CCO1 (centres undefined)	.	-0.4	12.4	-2.2	5.7	-0.2	1.4	-8.4	-5.7	84.7
c1cc(CNc2ccc(N3CCOCC3)cc2)ccn1	.	-2.7	-2.4	0.5	19.3	-0.6	-2.0	-0.9	1.1	90.7
CN(Cc1c(O)ccc2c1oc(=O)c1ccccc12)C1CCCCC1	.	-3.4	6.2	-1.2	-2.0	-2.7	5.0	-2.5	0.7	99.1
C=CCc1ccccc1OCC(O)CN1CCN(c2ccc(OC)cc2)CC1 (centres undefined)	?	-0.8	-13.1	2.7	12.3	-1.1	-0.2	-2.5	-0.8	108.0
Cc1ccc(CN2C(=O)CCC2C(=O)NCC2CCCO2)cc1 (centres undefined)	.	2.1	16.4	-2.9	-7.3	-1.1	-5.1	2.0	-3.3	105.0
Cc1ccc(Cl)c(NC(=O)CSc2n[nH]c(=O)n2C2CC2)c1Cl	-1.7	3.5	19.1	-4.9	0.0	0.4	-3.5	-10.2	-2.5	100.3
Cc1cccc(NC(=S)NC(=O)/C=C/c2ccco2)n1	.	3.6	1.4	-0.3	-4.5	4.4	-5.3	-4.9	2.0	106.7
COc1ccc(CN(Cc2ccco2)S(=O)(=O)c2ccc(S(=O)(=O)N3CCCC3)cc2)cc1	.	2.8	9.0	-1.8	3.7	-0.1	2.8	-8.4	2.2	99.7
CCCCN(Cc1ccccc1)C1CCN(Cc2ccccc2)CC1	-4.0	0.9	-31.9	6.6	-14.1	1.3	-8.0	2.5	-7.2	107.4
Cc1onc(-c2c(F)cccc2Cl)c1C(=O)N1C=CC(C(F)(F)F)=NCC1	.	-0.7	1.8	-0.4	-1.2	0.1	-3.9	0.8	2.9	114.0
O=C(CNCC1(N2CCOCC2)CCCCC1)Nc1ccc(Cl)cc1	0.6	-3.3	6.9	-1.2	9.7	1.7	-3.6	-1.2	-3.4	98.6
CCCN(CC1CC1)S(=O)(=O)c1ccc(S(N)(=O)=O)cc1	-3.5	-1.4	3.2	-0.6	8.8	0.6	-3.1	-6.6	-0.1	104.0
O=C1C=CC(=O)N1c1ccc2ccccc2c1	5.8	-4.9	2.3	-0.5	8.1	-2.2	-5.1	-0.7	-4.6	95.6
O=S1(=O)c2ccccc2OC(COCc2ccccc2)CN1Cc1ccccc1 (centres undefined)	-1.3	0.5	6.6	-1.3	10.2	-0.6	2.6	-2.3	-4.1	96.6
O=C(O)c1ccccc1C(=O)c1cccc2c(F)cccc12	-5.1	2.4	13.2	-2.6	1.3	-0.6	-4.7	0.8	5.1	90.2
COc1ccc(CC(=O)OC(C)CN2CCCC2)cc1 (centres undefined)	-3.4	6.0	-3.4	0.6	6.5	2.0	-4.7	0.3	1.6	98.6
COCCN(CCOC)S(=O)(=O)c1ccc(C(=O)Nc2sc3c(c2C(N)=O)CCCCC3)cc1	1.8	3.1	6.0	-1.0	-3.8	0.1	-2.1	-2.9	-2.0	104.6
CCC(C)N(C)Cc1cccc(C2(O)CCN(S(=O)(=O)c3ccc(F)cc3)CC2)c1 (centres undefined)	.	-4.3	-8.2	1.5	-3.4	-0.1	-2.2	-10.2	-1.0	105.5
O=C(O)c1cccnc1SCC(=O)N1CCCCCC1	.	3.0	6.7	-1.3	0.4	0.7	-9.1	-0.6	-1.7	105.0
NC(=O)CC(NC(=O)Cc1cccc2ccccc12)c1ccc(N2CCN(c3ccccn3)CC2)c([N+](=O)[O-])c1 (centres undefined)	-2.1	7.9	10.0	-1.7	-6.3	0.9	0.3	3.0	-0.9	102.1
CC1CCCCN1S(=O)(=O)c1ccc(C(=O)Nc2nnc(C3CC3)o2)cc1 (centres undefined)	-5.3	-3.5	19.5	-3.4	-1.5	0.1	3.9	-2.0	7.6	.
COc1ccccc1CC(=O)N(CCC#N)CCC#N	-4.5	-0.5	17.7	-2.8	7.4	1.2	-2.1	-14.2	1.9	.
C[C@H](NC(=O)[C@@H]1CCC(=O)N1Cc1ccco1)c1ccccc1	-4.0	1.5	0.3	0.0	2.0	-0.3	-7.8	0.7	-1.6	95.2
CC(C)NC(=O)CCc1nc2cccnc2n1-c1ccccc1	-7.0	2.0	14.4	-2.6	-7.4	-0.3	-0.8	-7.7	1.6	98.3

Shown with values ahead of the structure: part of the list above.
Wnt act	V-ATPase pHluor	OPRM1-OPRD1 inv	MOR-DOR ag	Arrestin-AP2 inh	C-LANA FP	Keap1-Nrf2 PPI	Cardiac RTF inh	cardiac RTF act	Pemphigus Ab inh	SMILES
-4.5	-0.5	17.7	-2.8	7.4	1.2	-2.1	-14.2	1.9	.	COc1ccccc1CC(=O)N(CCC#N)CCC#N
.	3.0	6.7	-1.3	0.4	0.7	-9.1	-0.6	-1.7	105.0	O=C(O)c1cccnc1SCC(=O)N1CCCCCC1
